Source: PubChem
BLM helicase inh: inhibitors of human Bloom syndrome helicase BLM | P54132 | 350,000 tested, 0.2% active | Potency, µM (doses to about 56.1 µM), for the others: at the highest dose activity change, negative = inhibition, hits mostly inhibitors | recombinant BLM DNA unwinding, fluorescence dequenching;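 further: plate controls were vehicle for no effect and no enzyme for full effect; nearly all actives have a fitted effect of over 35% in size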
APEX1 inh: APE1 (human) endonuclease inhibition; 350,000 tested, 0.35% active; Potency, µM (series often up to 65.8 µM), without a hit: at the highest dose activity change, negative = inhibition, actives largely listed as inhibitors; P27695; recombinant APE1, TAMRA/BHQ-2 abasic DNA cleavage fluorescence;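 further: plate controls were vehicle for no effect and reference inhibitor for full effect; nearly all actives have a fitted effect of over 55% in size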
Target sequence (P27695 whole entry, looked up): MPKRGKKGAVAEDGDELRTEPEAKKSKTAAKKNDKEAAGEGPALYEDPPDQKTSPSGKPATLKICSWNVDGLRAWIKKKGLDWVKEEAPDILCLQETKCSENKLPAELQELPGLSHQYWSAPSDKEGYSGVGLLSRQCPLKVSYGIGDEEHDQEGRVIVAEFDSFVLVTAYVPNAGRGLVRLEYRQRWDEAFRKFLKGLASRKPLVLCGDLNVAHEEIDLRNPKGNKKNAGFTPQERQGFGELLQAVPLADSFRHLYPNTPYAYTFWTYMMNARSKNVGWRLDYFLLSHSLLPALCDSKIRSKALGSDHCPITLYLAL
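Measures dequenching upon AP-site incision of a 5'-TAMRA/3'-BHQ-2 THF-containing duplex, 50 nM; human APE1 0.75 nM after 15 min room-temperature exposure to compound; kinetic three-point read at one-minute spacing.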
POLI inh: blocks human DNA polymerase iota activity; 390,000 tested, 1% active; Pol iota fluorescent replication assay, 10 min; Q9UNA4; Potency, µM (series often up to 115 µM), inactives show at the highest dose activity, negative = inhibition, hits mostly inhibitors
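Pol iota at 10 nM preincubated 15 min with compounds at room temperature; reaction started with fluorescent substrate, 50 nM final. Fluorescence read kinetically at 0 and 10 min; buffer-only wells as negative control.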
Pol eta inh: inhibitors of human DNA polymerase eta. Potency, µM (highest dose often 114 µM), without a hit: top-dose activity change, negative = inhibition, actives largely listed as inhibitors. 390,000 tested, 1.2% active. AID 588591. recombinant Pol eta, fluorescent DNA replication assay; further: on the % scale 0 is the no-effect control and ±100 the full control effect
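Fluorescent replication assay: 50 nM final substrate added after a 15 min room-temperature compound preincubation with 10 nM enzyme. Signal taken at 0 min and again at 10 min.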
Apoferritin bind: candidate novel general anesthetic via apoferritin binding; Potency, µM (series often up to 77.5 µM), for the others: top-dose activity change, negative = displacement, actives largely listed as inhibitors; AID 485281; apoferritin/1-aminoanthracene competitive binding, fluorescence; 350,000 tested, 0.074% active; further: on the % scale 0 is the no-effect control and ±100 the full control effect; nearly all actives have a fitted effect of over 20% in size
Target sequence (P02791 2-175 limits assumed): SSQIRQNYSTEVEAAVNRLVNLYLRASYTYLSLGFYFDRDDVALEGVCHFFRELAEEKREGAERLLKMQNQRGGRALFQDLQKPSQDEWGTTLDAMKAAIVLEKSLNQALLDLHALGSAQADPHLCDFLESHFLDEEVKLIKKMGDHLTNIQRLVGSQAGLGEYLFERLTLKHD
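10 uM apoferritin + 50% sat. 1-AMA, PBS; cpd 10 min RT; Ex380/Em535 endpoint; normalized to free probe vs complex; 4-param Hill fit; propofol titration as pos. ctrl.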
G9a inh: inhibitors of human histone lysine methyltransferase G9a; G9a H3K9 monomethylation, AlphaScreen, 2 h; Potency, µM (highest dose often 102 µM), for inactives: at the highest dose activity, negative = inhibition, hits mostly inhibitors; 350,000 tested, 8.8% active; further: on the % scale 0 is the no-effect control and ±100 the full control effect; nearly all actives have a fitted effect of over 75% in size
Target sequence (Q96KQ7 913-1193 limits assumed): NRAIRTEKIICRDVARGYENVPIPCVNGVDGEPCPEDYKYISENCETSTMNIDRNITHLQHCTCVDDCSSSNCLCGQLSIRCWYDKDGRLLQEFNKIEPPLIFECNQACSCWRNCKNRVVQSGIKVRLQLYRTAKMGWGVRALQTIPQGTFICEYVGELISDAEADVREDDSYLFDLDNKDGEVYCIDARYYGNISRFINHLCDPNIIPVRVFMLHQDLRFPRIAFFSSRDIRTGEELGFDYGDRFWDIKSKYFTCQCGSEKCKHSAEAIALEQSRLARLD
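Signal arises when biotinylated H3K9 peptide, once monomethylated, bridges streptavidin donor and antibody-captured acceptor beads. Enzyme at 20 nM was preincubated 15 min with test compounds; peptide 500 nM and SAM 20 uM then reacted for 2 h.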
BAZ2B inh: inhibitors of human BAZ2B bromodomain; Potency, µM (series often up to 114 µM), for inactives: top-dose activity change, negative = inhibition, actives largely listed as inhibitors; Q9UIF8; AlphaScreen BAZ2B-H3K14Ac peptide displacement; AID 504333; 360,000 tested, 4.4% active; further: on the % scale 0 is the no-effect control and ±100 the full control effect; nearly all actives have a fitted effect of over 60% in size
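AlphaScreen displacement of biotin-H3(5-23)K14Ac peptide (50 nM final) from BAZ2B (50 nM final) in PBS pH 7.4, 0.01% Tween-20; complex preformed 30 min RT, then compounds (top 110 uM) 30 min RT, beads 20 min dark.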
POLB inh: blocks human DNA polymerase beta activity. Potency, µM (doses to about 114 µM), inactives show at the highest dose activity change, negative = inhibition, most hits filed as inhibitors. Pol beta primer extension/strand displacement, fluorescence kinetic. P06746. 340,000 tested, 1.3% active; further: on the % scale 0 is the no-effect control and ±100 the full control effect
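Pol beta (10 nM) was preincubated with compound for 15 min at room temperature. The reaction was then started with 50 nM substrate and read immediately and after a further 10 min at room temperature.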
Pol kappa inh: blocks human DNA polymerase kappa activity; Q9UBT6; purified Pol kappa, fluorescent DNA synthesis assay, 10 min; Potency, µM (highest dose often 107 µM), inactives show top-dose activity, negative = inhibition, hits mostly inhibitors; 400,000 tested, 0.53% active; AID 588579; further: on the % scale 0 is the no-effect control and ±100 the full control effect
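Here, compound and 10 nM enzyme are combined for 15 min at room temperature; adding 50 nM substrate (final) starts DNA synthesis, tracked by fluorescence at 0 and 10 min against buffer-only wells.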
An asterisk follows results filed as active; ? = inconclusive; . = no result given; & = joins results of further samples; [ ] = dose if it differs, or a comment. The call rests on the fitted dose curve; in most records, active means well fitted curve in the direction sought with a large enough effect; inconclusive means small, poorly fitted or top-dose-only effect, or another doubt; inactive means no such curve, though single readings can be large; an effect the other way counts as inactive or inconclusive. Potency means the concentration at half of the fitted maximal effect. A portion of the library, so the mix of outcomes need not match the whole.

Value order – BLM helicase inh | APEX1 inh | POLI inh | Pol eta inh | Apoferritin bind | G9a inh | BAZ2B inh | POLB inh | Pol kappa inh
> COc1ccccc1/C=C/C=N/n1c(-c2ccc(F)cc2)n[nH]c1=S
→ -5% | -1% | -11% | -16% | -5% | 4µM* | -16% | -7% | -12%
> Cc1ccc(SCC(=O)OCC(=O)NCCNC(=O)COC(=O)CSc2ccc(C)c(C)c2)cc1C
→ . | -26% | -2% | -12% | . | -1%[59 µM] | 8% | . | -8%
> CCN(CC(=O)NC(=O)NCc1ccccc1)Cc1nc2ccccc2c(=O)[nH]1
→ -8% | 2% | 132%[activator] | -25% | -13% | ? | -4% | ? | -9%
> Cc1cc(C)cc(NC(=S)NCc2ccc(F)cc2)c1
→ -5% | 2% | 7% | -11% | -11% | -8%[59 µM] | -1% | 17% | -7%
> Cc1ccc(-n2cc(CN3CCN(Cc4nccn4C)CC3)c(-c3cccc(C)c3)n2)cc1
→ -5% | -9% | 1% | -16% | -18% | ? | ? | -10% | 8%
> COc1cccc(CNC(=O)C2=C(C)C(=O)OC23CCN(C(C)=O)CC3)c1OC
→ 1% | . | 43%[activator] | 8% | 3% | -5%[59 µM] | 7% | 28% | 5%
> Cc1cc(OCc2cc(C(=O)N(C)CCOc3ccccc3)no2)cc(C)c1Cl
→ -11% | -19% | -10% | -14% | 8% | 114%[activator] | 17% | 31% | -10%
> Cc1cccc(C(C)C)c1NC(=O)COC(=O)CNS(=O)(=O)c1ccccc1
→ . | 11% | 27% | -10% | . | -5% | 12% | . | 5%
> NC(=O)C1(S(=O)(=O)c2ccccc2)CCCCC1
→ 1% | 2% | 14% | -18% | -19% | -5%[59 µM] | -3% | 2% | -12%
> CCn1c(SCC(=O)NC(C)C)nnc1-c1cccs1
→ -8% | 3% | 9% | 5% | -10% | -32%[59 µM] | -7% | -19% | -5%
> Cc1ccc(N2CCN(c3ccc(NCc4nc5ccccc5n4C)cc3)CC2)cc1
→ 1% | -6% | 3% | -2% | -3% | ? | ? | 0% | -25%
> O=C1C2C(c3ccccc3)CC=CC2C(c2ccoc2)N1Cc1ccccc1 (stereo unspecified)
→ -6% | -3% | -14% | . | 7% | . | . | . | -23%
> Brc1cccc(-c2nc3cccnc3nc2-c2cccc(Br)c2)c1
→ -18% | -5% | 6% | -6% | -5% | . | -13% | -1% | -8%
> COc1ccc(Cl)cc1NC(=O)CN(C)C(=O)c1n[nH]c2ccccc12
→ . | -2% | 13% | -5% | . | 8% | 2% | . | 0%
> CCN(c1ccccc1)S(=O)(=O)c1ccc(OC)c(N=N/C(C(=O)Nc2ccccc2)=C(/C)O)c1
→ -7% | 10% | -2% | -10% | -8% | 8% | -20% | 2% | -2%
> COc1cc(/C=C2\C(=O)NN(c3ccccc3)C2=O)cc([N+](=O)[O-])c1O
→ -7% | ? | 13µM* | 13µM* | -16% | 16µM* | 56µM* | 13µM* | ?
> COc1ccc(Nc2nnc(C)c3ccccc23)cc1C(N)=O
→ 0% | 6% | 3% | -11% | -12% | 9%[59 µM] | -1% | -18% | -20%
> Cc1nn(-c2cc(Cl)ccc2Cl)c(C)c1C(=O)O
→ -1% | -1% | 8% | -8% | -2% | -14% | -9% | 7% | -4%
> COc1ccc(CN2CCN(Cc3ccccc3F)CC2)cc1OC
→ 3% | 11% | 8% | -7% | 0% | 8.9µM* | 35µM* | 0% | -4%
> CCN(CC)C(=O)c1[nH]cnc1C(=O)Nc1ccon1
→ . | 20% | 12% | 3% | . | 4%[0.501 µM] | ? | . | 3%
> O=C(CCC(=O)N1CCN(c2ccccn2)CC1)Nc1nnc(C2CCCCC2)s1
→ 0% | -9% | -8% | 10% | -13% | -4% | -34% | 12% | -3%
> COc1ccc(OC)c(C(=O)CSc2ncc3c(n2)-c2ccccc2N(Cc2ccccc2C)S3(=O)=O)c1
→ -7% | . | 16% | -21% | -1% | -4%[59 µM] | -10% | 5% | 1%
> CC(C)CCNC(=O)Cc1ccc(NC(=O)N2CCCCc3ccccc32)cc1
→ -1% | . | 20% | -18% | -3% | 14%[59 µM] | -14% | ? | 1%
> COc1ccccc1OCc1ccc(C(=O)NCc2cccnc2)o1
→ -2% | -1% | ? | -5% | -7% | 10%[59 µM] | 1% | 23% | -9%
> N#Cc1c(N)oc(-c2ccco2)c1-c1ccco1
→ -5% | ? | ? | ? | -8% | 45µM* | ? | -16% | ?
> CC(NC(=O)Cn1c(-c2cccs2)cc2cc(F)ccc21)c1ccccc1 (stereo unspecified)
→ -1% | . | 15% | -11% | 2% | -4%[59 µM] | -1% | 10% | 3%
> CC1(C)CC(=O)c2c(oc3ccc(NS(=O)(=O)c4cccc5cccnc45)cc23)C1
→ -5% | -10% | -13% | -12% | -22% | -27% | -14% | 0% | -7%
> COC(=O)c1c(NC(=O)CCCOc2ccc(C)cc2)sc2c1C(C(=O)OC)CC2 (stereo unspecified)
→ -10% | . | ? | -8% | 7% | 1.1µM* | ? | -25% | ?
> O=C(c1cncc(Br)c1)N1CCN(S(=O)(=O)c2ccccc2C(F)(F)F)CC1
→ -3% | -6% | 143%[activator] | -19% | -4% | 19% | -11% | -3% | -2%
> CCc1ccc2nc3n[nH]c(N)c3cc2c1
→ -1% | -1% | 34%[activator] | -12% | -18% | -4%[12.7 µM] | ? | -13% | -9%

Shown with tabs: three of the compounds above.
structure	BLM helicase inh	APEX1 inh	POLI inh	Pol eta inh	Apoferritin bind	G9a inh	BAZ2B inh	POLB inh	Pol kappa inh
COc1cccc(CNC(=O)C2=C(C)C(=O)OC23CCN(C(C)=O)CC3)c1OC	1%	.	43%[activator]	8%	3%	-5%[59 µM]	7%	28%	5%
Cc1cc(OCc2cc(C(=O)N(C)CCOc3ccccc3)no2)cc(C)c1Cl	-11%	-19%	-10%	-14%	8%	114%[activator]	17%	31%	-10%
Cc1cccc(C(C)C)c1NC(=O)COC(=O)CNS(=O)(=O)c1ccccc1	.	11%	27%	-10%	.	-5%	12%	.	5%

The list continues.
Value order – BLM helicase inh | APEX1 inh | POLI inh | Pol eta inh | Apoferritin bind | G9a inh | BAZ2B inh | POLB inh | Pol kappa inh
> CN(CC(=O)Nc1cccc(F)c1)C(=O)CCSc1ccc(F)cc1
→ . | 17% | 6% | -23% | . | ? | 3% | . | 1%
> CCOc1ccc(CNC(=O)C2CCN(S(=O)(=O)N3CCC(C)CC3)CC2)cc1OC
→ -4% | . | -1% | 2%&-3% | -1% | -2%[59 µM] | 1% | -6% | 0%[60.1 µM]
> CC(=O)N/C(=C/c1cccnc1)C(=O)Nc1ccc(Cl)cc1
→ . | 19% | 17% | -6% | . | -12%[2.33 µM] | 15% | . | -13%
> CCCCc1nnc(NC(=O)c2oc3ccc(OC)cc3c2C)s1
→ . | -6% | 2% | 0% | . | -28% | -5% | . | -13%
> Cc1cc(=O)oc(C)c1C(=O)N1CCCc2ccccc21
→ 1% | -3% | -8%[58.9 µM] | 13% | -10% | 38%[0.501 µM] | -23% | 22% | -2%
> Cc1cccc(NC(=O)/C(C#N)=C\c2cccnc2)c1
→ -5% | -1% | -9% | -2% | -16% | 50µM* | 8% | 0% | 0%
> CCOc1ccc(/C=C/C(=O)NCCc2ccc(OC)c(OC)c2)cc1
→ -3% | 0% | 7% | -14% | -5% | 15%[59 µM] | 2% | 7% | -6%
> Cc1ccc(S(=O)(=O)/C(C#N)=C/c2c(N3CCOCC3)nc3c(C)cccn3c2=O)cc1
→ -7% | -8% | 78%[activator] | -18% | -10% | -28% | -16% | 5% | 2%
> Cc1ccc(OCCC(=O)Nc2ccccc2C(=O)N2CCCCC2)cc1
→ . | 10% | 26% | -11% | . | 8% | -5% | . | -6%
> Cc1cc(Cl)ccc1NC(=S)NCC(C)C
→ 2% | 5% | -4% | -13% | -9% | 12%[59 µM] | 5% | 52% | -16%
> Cc1noc(C)c1C(=O)Nc1ccc(S(=O)(=O)N2CCC(C)CC2)cc1
→ . | -13% | -9% | -13% | . | 22µM* | -6% | . | -8%
> CC(=O)N[C@@H](CSC/C=C(\C)CC/C=C(\C)CCC=C(C)C)C(=O)O
→ -3% | 3%&-3%&-2% | . | . | -16%&-11% | -7%&-2%[59 µM] | . | . | 4%&6%[19.4 µM]
> COc1ccc(C(CNC(=O)c2ccccc2SC)N(C)C)cc1 (stereo unspecified)
→ 0% | 1% | 105%[activator] | -1% | -20% | 7.9µM* | -7% | 73% | -7%
> COC(=O)c1c(NC(=O)c2ccc(C)o2)sc2c1CCCCC2
→ -19% | 1% | -14% | -16% | 0% | -41%[59 µM] | 120%[activator] | 12% | -8%
> COc1ccc(C(=O)Oc2ccc(-c3nnco3)cc2)cc1S(=O)(=O)N1CCOCC1
→ . | 28% | ? | -19% | . | 50µM* | -1% | . | 2%
> N#Cc1c(C#N)c(-c2ccccc2)n(-c2ccc(C(=O)O)cc2)c1N
→ -2% | -5% | 0% | -5% | -9% | 56µM* | ? | 20% | -12%
> CCn1c(SCC(=O)Nc2c(C)cccc2C)nnc1-c1nonc1NC(C)=O
→ 0% | . | -4% | -20% | -4% | 19%[59 µM] | -22% | 10% | 8%
> CCN1CCN(c2nc3c(S(=O)(=O)c4ccc(C)cc4)nnn3c3ccsc23)CC1
→ -8% | . | 3% | -9% | -8% | -43%[59 µM] | ? | 3% | -21%
> COc1ccc2[nH]cc(C=O)c2c1
→ -1% | 11% | 28% | -16% | -3% | 11%[0.501 µM] | 5% | 36% | -6%
> COCCCNC(=O)c1c[nH]c2ccc(S(=O)(=O)N(C)c3ccccc3C)cc2c1=O
→ -1% | 34% | 53%[activator] | -25% | -4% | 8% | 1% | 1% | 0%
> O=C(Nc1cccc(F)c1)C1CCN(C(=O)c2ccco2)CC1
→ 0% | 18% | 26% | -13% | 5% | 13% | 2% | 2% | -5%
> CC(=O)N1CCOc2cc(S(=O)(=O)N3CCN(c4ccccc4)CC3)c(Cl)cc21
→ -4% | 12% | 20% | -20% | -10% | -9% | -10% | -22% | -4%
> CCOc1ccc(-n2c(C)nc3cc(C(=O)NCC4CCCO4)ccc32)cc1 (stereo unspecified)
→ -3% | 1% | 39%[activator] | -10% | -9% | -15% | -8% | -25% | 4%
> COc1cccc(C(C(=O)NC(C)(C)C)N(CCc2ccccc2)C(=O)CCC(=O)Nc2cc(C)on2)c1OC (stereo unspecified)
→ -10% | 16% | 101%[activator] | -8% | -11% | -12% | -16% | 0% | -24%
